CDK5 p35 inh – blocks human CDK5/p35 kinase activity. Q00535+Q15078. Recombinant CDK5/p35, ADP-Glo luminescence, 60 min. inhibition, % at 10 µM. hit rate 0.01% among 330,000;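 active = highest replicate inhibition of at least 50% and at least 75% of replicates reaching 50%; inconclusive = only one of the two criteria met; inactive = both criteria failed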;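 note: plate controls were DMSO neutral control for no effect and GW8510 at 10 µM for full effect; many of its hits are not listed in these tables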
Wnt bcat act – Wnt/beta-catenin pathway activation | Wnt/beta-catenin reporter cell assay, activator, plate reader | activation, % at 9.35 µM | hit rate 1.2% among 300,000 | AID 743398; in the data active = activation above about 30%, passing the limit was not always enough; inconclusive = no clear call, values can overlap the other calls;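 note: 0% = neutral control wells and 100% = positive control wells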
CAL PDZ FP-1 – inhibitors of human CAL PDZ peptide binding; Q9HD26; purified CAL PDZ, TMR-peptide fluorescence polarization, 1 h; inhibition, % at 20 µM; hit rate 0.02% among 330,000; AID 504414;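 active = highest replicate inhibition of at least 40%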;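 note: plate controls were DMSO neutral control wells for no effect and unlabeled competitor peptide control wells for full effect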
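System: purified tagged CAL PDZ domain construct (CerCALP). Schedule: 1 h incubation at room temperature before polarization reading. Medium: 25 mM sodium phosphate pH 7.4, 150 mM NaCl, TCEP, IgG, Thesit. Read-out: percent inhibition from loss of millipolarization. Measured by: FP readout, S and P plane fluorescence. Probe or stimulus: fluorescent TMR peptide probe.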
RTF Ca sens act – cardiac RTF calcium sensitization | hit rate 0.24% among 340,000 | IANBD-labeled TnC RTF fluorescence at EC20 calcium; 0% EC20 calcium, 100% full calcium | P19429+P45379 | activation, % at 7.2 µM;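 active = activation above the mean over all tested compounds plus 3 SD, cut at about 30% in these data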;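 note: rise in fluorescence read as greater calcium sensitivity of cardiac thin filaments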
CAL PDZ FP-2 – inhibitors of human CAL PDZ peptide binding. Q9HD26. purified CAL PDZ, TMR-peptide fluorescence polarization, 1 h. inhibition, % at 24.9 µM. hit rate 0.92% among 300,000. AID 602252;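 active = mean inhibition of at least 30% with at least half of replicates also reaching 30%; inconclusive = no clear call, values can overlap the other calls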;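 note: 0% = DMSO neutral control and 100% = excess unlabeled competitor peptide PRC23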
MITF TRPM1 HTS – activators of MITF-driven TRPM1 promoter activity in SK-MEL-5 cells; SK-MEL-5 TRPM1-promoter luciferase, 24 h; % of positive control, neutral wells = 0; activation, % at 12.5 µM; hit rate 0.75% among 300,000; AID 588334;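 active = mean activation of at least 80% with every replicate also reaching 80%; inconclusive = mean reaches 80% but some replicate falls short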;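 note: 0% = neutral control wells and 100% = parthenolide positive control wells; values of inactives mirror those of a sister screen read the other way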
V-ATPase pHluor – yeast V-ATPase proton transport regulation by pHLuorin. hit rate 0.37% among 350,000. response, % at 10 µM. S. cerevisiae, pHLuorin cytosolic pH fluorescence; in the data active = response mostly above about 7.3%, no sharp cut-off; inactive = mostly below about 5.4%; note: actives read high; inactives centre near 0; some compounds called inactive have numbers as strong as hits; reference of the scale not given here
Tat export inh – E. coli Tat transport inhibition. hit rate 0.036% among 340,000. E. coli MC4100 TorA-mCherry Tat export, fluorescence. inhibition, % at 10 µM;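 active = mean replicate inhibition at least 50% and at least half of replicates individually reaching 50%; inconclusive = only one of the two criteria met; inactive = neither criterion met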;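 note: exported cargo escapes ClpAP degradation while cytoplasmic cargo is degraded and loses fluorescence; 0% = median of neutral control wells and 100% = median of NaSCN control wells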
Rtt109 Vps75 – inhibitors of Candida albicans Rtt109/Vps75 histone acetyltransferase; purified Rtt109/Vps75, ThioGlo CoA-SH fluorescence, 4 h; hit rate 0.16% among 330,000; inhibition, % at 34.9 µM;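 active = inhibition of at least 50% in every replicate; inconclusive = best replicate reaches 50% inhibition but some replicates fall short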
Target sequence (Q5AAJ8 whole entry, looked up): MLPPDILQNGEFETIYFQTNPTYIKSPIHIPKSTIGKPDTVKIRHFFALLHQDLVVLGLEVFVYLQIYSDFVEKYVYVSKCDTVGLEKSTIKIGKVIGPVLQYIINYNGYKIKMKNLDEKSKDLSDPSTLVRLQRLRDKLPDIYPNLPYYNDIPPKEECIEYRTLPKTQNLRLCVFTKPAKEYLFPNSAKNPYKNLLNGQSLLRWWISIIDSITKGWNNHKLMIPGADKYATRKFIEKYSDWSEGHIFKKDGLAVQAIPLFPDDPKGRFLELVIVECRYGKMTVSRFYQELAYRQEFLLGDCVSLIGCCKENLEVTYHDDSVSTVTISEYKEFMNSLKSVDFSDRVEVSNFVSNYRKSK
dFosB activator – activators of mouse delta FosB homodimer; purified delta FosB, TAMRA-CDK5 oligo fluorescence polarization; percent of positive-control signal above neutral wells; activation, % at 25 µM; AID 493131; P13346; hit rate 0.99% among 340,000;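 active = mean activation above about 17%, with every replicate also reaching it, limit read from the data, passing the limit was not always enough; inconclusive = only one of the two conditions met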;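 note: fluorescence polarization rise as delta FosB binds a TAMRA Cdk5 AP-1 oligo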
Target sequence (P13346 whole entry, looked up): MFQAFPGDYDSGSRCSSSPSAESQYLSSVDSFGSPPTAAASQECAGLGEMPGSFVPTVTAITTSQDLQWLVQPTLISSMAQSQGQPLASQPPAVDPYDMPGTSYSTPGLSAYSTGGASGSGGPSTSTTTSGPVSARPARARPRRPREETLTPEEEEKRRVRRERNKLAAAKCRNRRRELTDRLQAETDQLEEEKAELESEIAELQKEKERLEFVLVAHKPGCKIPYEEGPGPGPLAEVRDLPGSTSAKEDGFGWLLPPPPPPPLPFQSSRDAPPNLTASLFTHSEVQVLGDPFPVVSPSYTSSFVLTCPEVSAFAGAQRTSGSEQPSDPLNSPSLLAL
* hit, by the source's call; ? = inconclusive; . = not tested or not shown. No enrichment for hits, and some 4.1% of all compounds hit somewhere here.

Molecule	Wnt bcat act	Tat export inh	Rtt109 Vps75	CAL PDZ FP-2	CAL PDZ FP-1	CDK5 p35 inh	MITF TRPM1 HTS	V-ATPase pHluor	dFosB activator	RTF Ca sens act
COc1ccc(Nc2cc(Cl)nc(N)n2)cc1	3	-9	3	-2	-0.2	2.7	11	1	1	-2
Cn1c(=O)n(C)c2cc(NC(=O)Cc3ccccc3[N+](=O)[O-])ccc21	2	2	1	-2	-1.7	1.1	-15	1	-4	-2
CCOc1ccc(NC(=O)c2ccc3c(SCC(=O)O)c4c(nc3c2)CCCC4)cc1	3	0	-2	10	-1.4	1.5	10	-1	-6	1
CCN(/N=C/c1ccccc1)c1cc(=O)n(C)c(=O)[nH]1	.	-6	-1	-4	-0.1	-2.5	5	1	-2	1
COC(=O)Cn1c(CCS(=O)(=O)c2ccc(C)c(C)c2)nc2ccccc21	3	-4	17	0	-1.9	-0.1	15	5	-4	4
OC(COC1CCCCC1)CN1CCCCC1 (stereo not given)	0	-4	-1	1	-2.5	1.1	4	-7	-3	-3
Cc1ccccc1NC(=O)Cc1nc(COC(=O)COc2ccc(C(C)(C)C)cc2)cs1	-2	14	1	.	1.9	-1.1	5	1	-24	-5
C=CCOc1ccc(C2C(C#N)=C(N)N(Nc3ccccc3)C3=C2C(=O)CC(C)(C)C3)cc1OC (stereo not given)	.	4	-3	-3	-0.8	-0.6	-16	-2	-2	6
Cc1ccn2c(CN3CCOCC3)c(-c3ccccc3)nc2c1	18	-8	-16	0	-0.5	-0.8	28	4	3	-1
COc1ccc(CCNC(=O)c2noc(C)c2[N+](=O)[O-])cc1OC	12	-10	-9	-2	-0.9	-1.0	-6	2	0	1
CN(CC(=O)Nc1ccccc1Cl)C(=O)COC(=O)c1cccs1	-5	12	12	0	0.1	2.4	-5	7	-4	2
O=C(CC1C(=O)NCCN1Cc1ccoc1)NCCc1ccc(Cl)cc1 (stereo not given)	-1	7	9	-2	0.5	-0.8	-5	4	-16	3
CCn1c2ccccc2c2nc3ccccc3nc21	.	6	3	1	-3.0	1.2	.	0	-43	0
COc1ccccc1-c1noc(CCC(=O)NC2CCCCC2)n1	-1	0	4	-1	0.0	-1.9	-9	-7	-9	-1
CC1CCC(C(=O)c2c(O)c3ccccc3oc2=O)CC1 (stereo not given)	.	-8	-9	1	-1.1	-0.2	3	-3	4	-1

Single records (already shown). Order of values: Wnt bcat act, Tat export inh, Rtt109 Vps75, CAL PDZ FP-2, CAL PDZ FP-1, CDK5 p35 inh, MITF TRPM1 HTS, V-ATPase pHluor, dFosB activator, RTF Ca sens act
`Cc1ccn2c(CN3CCOCC3)c(-c3ccccc3)nc2c1` reads 18, -8, -16, 0, -0.5, -0.8, 28, 4, 3, -1
`OC(COC1CCCCC1)CN1CCCCC1` (stereo not given) reads 0, -4, -1, 1, -2.5, 1.1, 4, -7, -3, -3
`CN(CC(=O)Nc1ccccc1Cl)C(=O)COC(=O)c1cccs1` reads -5, 12, 12, 0, 0.1, 2.4, -5, 7, -4, 2

The list continues:
Molecule	Wnt bcat act	Tat export inh	Rtt109 Vps75	CAL PDZ FP-2	CAL PDZ FP-1	CDK5 p35 inh	MITF TRPM1 HTS	V-ATPase pHluor	dFosB activator	RTF Ca sens act
CC(=O)c1ccc(S(=O)(=O)NCCC(=O)OCC(=O)NCCc2ccccc2)cc1	12	4	-11	-4	-3.8	0.5	3	1	-3	3
O=C1Nc2ccccc2SC(c2ccccc2)C1O (stereo not given)	.	-8	4	.	-0.7	0.8	-2	-2	-18	-4
C/C(=N\NC(=O)c1ccc(Cl)cc1)c1cccc(NC(=O)c2cccnc2)c1	4	9	5	-3	-1.4	1.7	49	-1	3	11
Oc1[nH]c2ccccc2c1C=Nc1ccc2c(c1)OCO2	39*	-8	-1	0	-1.3	2.8	?	-1	-15	-18
Cc1ccc(NC(=O)C(C)OC(=O)Cc2c[nH]c3ccccc23)cc1S(=O)(=O)N1CCOCC1 (stereo not given)	-6	-4	-3	.	-0.2	-1.2	-4	-5	-7	-2
Cc1c(Cl)cccc1NC(=O)C1COc2ccccc2O1 (stereo not given)	-1	-3	-1	.	-1.6	0.3	.	-2	3	-1
c1ccc(-n2nnnc2Oc2ccc(-n3ccnc3)cc2)cc1	.	-3	2	29	.	-0.5	-2	-1	-8	2
COc1ccc(NC(=O)NNC(=O)c2cc3occc3n2C)c(OC)c1	3	1	-2	-1	-0.7	1.1	19	2	-1	0
COC(=O)c1nc(C(=O)OC)c(C(=O)OC)nc1C(=O)OC	.	-7	-7	-4	-0.2	-2.6	1	-2	2	9
CCOC(=O)Cc1csc(N/N=C/c2ccc(Cl)cc2)n1	-2	-9	2	-3	-0.6	3.4	.	-1	0	10
O=S1(=O)c2cccc3cccc(c23)N1Cc1ccc(-c2nnco2)cc1	-2	-13	4	-3	-2.4	0.2	4	-6	10	-4
C=CCn1c(SCC(=O)N2CC(=O)Nc3ccccc32)nc2scc(-c3ccccc3)c2c1=O	-10	7	-5	-1	-4.0	0.8	15	1	-3	-6
O=C(Nc1c(Cl)cc(Cl)cc1C(=O)NCCN1CCOCC1)c1ccc(Cl)cc1Cl	.	-10	11	.	-0.9	3.7	-19	3	4	3
CCOC(=O)CC(=O)CSc1nc2c(cc1C#N)CCC2	.	1	2	-4	0.1	0.8	4	0	-4	-4
COc1ccccc1-n1c(CNC(=O)c2cccs2)n[nH]c1=S	0	-4	4	-2	0.2	-9.0	2	-1	3	3

Going on with the list:
Molecule	Wnt bcat act	Tat export inh	Rtt109 Vps75	CAL PDZ FP-2	CAL PDZ FP-1	CDK5 p35 inh	MITF TRPM1 HTS	V-ATPase pHluor	dFosB activator	RTF Ca sens act
O=C(Nc1ccc2nc3ccccc3nc2c1)c1ccccc1	.	-3	-10	-1	-2.8	-3.0	31	-4	-13	1
COc1ccccc1NC(=O)/C(C#N)=C/c1cccn1C	14	0	12	8	0.3	0.8	.	-5	-7	3
C=CCn1c(SCc2c(C)noc2C)nc2sc3c(c2c1=O)CCCC3	.	10	1	-3	.	0.0	-15	-5	-3	8
Cc1ccc(C(=O)OCC(=O)NCc2ccco2)s1	22	10	-2	-4	-2.3	-0.5	13	-1	-10	-5
Cc1ccc(NC(=O)CSc2ncnc3ccccc23)cc1S(=O)(=O)N1CCCCC1	.	10	3	-3	-2.1	0.2	-18	3	-19	13
Cc1cc(Br)cc(Cl)c1OCC(=O)N1CCN(C(=O)c2ccco2)CC1	59*	2	-4	-8	-0.8	-0.2	-3	2	-5	-2
CN(C)c1ccc(/C=N/N=C/c2ccccc2O)cc1	.	4	1	-1	-0.3	2.3	1	-24	-2	6
c1ccc(Cn2c(SCCN3CCOCC3)nnc2-c2cccnc2)cc1	-3	3	10	-2	0.1	-0.2	.	-3	0	9
C/C(=N/OC(=O)C1CC12CCC2)c1ccc(Br)cc1 (stereo not given)	-1	1	0	-4	-1.1	-2.6	39	0	-3	1
CC(=C/c1ccco1)/C=N/NC(=O)CSc1nnc(SCc2ccc(C)cc2)s1	28	-13	-2	-1	-1.3	-0.1	-8	0	-9	2
O=C(NC(=S)N1CCCCCC1)c1cccc([N+](=O)[O-])c1	-2	-11	3	-2	-0.1	-2.5	-1	-2	-3	-1
C/C=C\C(=O)Nc1cccc(C2=NOC3(C2)C[C@@H](C(N)=O)N(C(=O)c2ccc(Cl)cc2)C3)c1 (stereo not given in full)	-1	-11	10	-1	-1.5	0.1	.	-3	1	6
C/C(=N\NC(=S)NCc1ccccc1)c1ccc2ccccc2c1	.	-2	-1	-1	-0.5	0.8	3	3	-2	4
CC(C)N1CCc2c(sc(NC(=O)c3ccc4ccccc4c3)c2C(N)=O)C1	0	0	-63	0	-4.3	1.5	55	3	-33	0
COCC(=O)OCC(=O)Nc1ccc(Cl)cc1[N+](=O)[O-]	0	4	0	-7	0.3	0.0	2	0	1	-1

Structures above printed as active in Wnt bcat act:
Molecule	Wnt bcat act	Tat export inh	Rtt109 Vps75	CAL PDZ FP-2	CAL PDZ FP-1	CDK5 p35 inh	MITF TRPM1 HTS	V-ATPase pHluor	dFosB activator
Oc1[nH]c2ccccc2c1C=Nc1ccc2c(c1)OCO2	39*	-8	-1	0	-1.3	2.8	?	-1	-15
Cc1cc(Br)cc(Cl)c1OCC(=O)N1CCN(C(=O)c2ccco2)CC1	59*	2	-4	-8	-0.8	-0.2	-3	2	-5

(listing goes on)
Molecule	Wnt bcat act	Tat export inh	Rtt109 Vps75	CAL PDZ FP-2	CAL PDZ FP-1	CDK5 p35 inh	MITF TRPM1 HTS	V-ATPase pHluor	dFosB activator	RTF Ca sens act
Cc1occc1C(=O)N1CCN(Cc2ccccc2)CC1	4	-3	-5	1	0.3	-0.4	-10	-1	0	-3
CCOC(CNC(=O)C(=O)Nc1cc2c3c(c1)CCC(=O)N3CCC2)OCC	-2	-5	-5	5	-2.4	2.0	-3	5	-18	-3
Cn1c(SCC(=O)NCCc2ccccc2)ncc(C(=O)Nc2ccc(F)cc2)c1=O	-2	-11	0	-6	-1.9	0.6	-24	4	5	6
O=C(COC(=O)c1c(F)cccc1Cl)NCC1CCCCC1	2	0	-14	-1	-0.1	1.0	17	9	-15	-7
Cc1ccc(S(=O)(=O)N2CCC(C(=O)NCCCN3CCOCC3)CC2)cc1	6	6	-9	-3	-1.1	2.6	7	1	5	-2
CCOc1ccc(CCNC(=O)C2CSC3(C)CCC(=O)N23)cc1OCC (stereo not given)	2	-9	3	-3	-2.2	1.5	7	-3	-1	-5
CCn1c(SCC(=O)NC2CCS(=O)(=O)C2)nnc1-c1ccccc1 (stereo not given)	0	4	10	-1	-0.7	1.1	-2	0	2	-1
CC1CCCCC1NC(=O)CN1C(=O)NC(Cc2ccccc2)(Cc2ccccc2)C1=O (stereo not given)	3	3	0	-2	-0.3	0.0	.	4	-9	2
COc1cccc(N(CC(=O)O)S(=O)(=O)c2ccccc2)c1	-1	1	7	-4	-0.8	0.9	-10	3	-4	11
COC(=O)c1ccccc1NC(=O)CSc1nnc(Cc2ccc(Cl)cc2)o1	.	3	-4	13	-0.2	1.2	-4	7	-12	-4
Cc1cccnc1NC(=S)Nc1ccc(F)cc1F	4	8	-2	.	-0.3	-0.7	12	0	-3	0
Cc1cc(C(=O)CS(=O)(=O)c2ccccc2)cc(C)c1O	3	3	-5	-4	.	-0.5	29	1	-3	3
CC1=CC(C)(C)N=C(Nc2ccc(C)cc2)S1	27	-1	24	-16	-1.2	0.2	73	5	-6	6
Nc1cc(Nc2ccccc2)ccn1	0	-12	-4	.	-0.3	1.1	9	2	5	6
CC(C)(C)NC(=O)C(=O)NCCC1=CCCCC1	7	-12	-4	-7	-0.2	0.2	41	1	-1	-2
O=C(c1cccc(S(=O)(=O)NCc2ccccc2)c1)N1CCN(c2ccc(F)cc2)CC1	-2	-3	4	.	0.1	0.3	-2	-1	-10	-1
